High-throughput results (PubChem)
Polio RdRp inh: poliovirus RdRp elongation inhibitors, primary screen, biochemical, fluorescence polarization, total intensity; 0.66% of 150,000 active; % elongation, % (compound at 16.7 µg/mL); poliovirus polymerase elongation; active compounds read low; Genome polyprotein (Poliovirus type 1 (strain Mahoney)), P03300; in the data active = % elongation below about 90%; also: some results filed as inactive read as strong as hits
Target sequence (P03300 1749-2209 limits assumed): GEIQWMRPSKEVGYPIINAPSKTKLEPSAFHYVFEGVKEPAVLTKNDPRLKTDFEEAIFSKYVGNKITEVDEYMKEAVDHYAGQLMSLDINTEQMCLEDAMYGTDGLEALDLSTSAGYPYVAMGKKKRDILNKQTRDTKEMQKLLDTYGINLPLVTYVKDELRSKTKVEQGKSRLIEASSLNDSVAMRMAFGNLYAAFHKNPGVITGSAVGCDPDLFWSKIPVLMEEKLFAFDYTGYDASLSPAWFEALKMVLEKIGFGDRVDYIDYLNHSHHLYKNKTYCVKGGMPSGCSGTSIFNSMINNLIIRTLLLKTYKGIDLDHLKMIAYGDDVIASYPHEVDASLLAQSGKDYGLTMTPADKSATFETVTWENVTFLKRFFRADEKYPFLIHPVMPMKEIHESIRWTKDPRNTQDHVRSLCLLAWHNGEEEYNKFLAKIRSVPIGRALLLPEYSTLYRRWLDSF
Polio RdRp inh FP z-score: second read-out of Polio RdRp inh, no call of its own (marks repeat the call); z-score; measured here: FP z-score; hits read low
* = called active by the depositor; & = joins results of further samples.

SMILES	Polio RdRp inh	Polio RdRp inh FP z-score
O=C(O)CC(CC(=O)Nc1cc(C(F)(F)F)cc(C(F)(F)F)c1)c1ccc(Cl)cc1Cl (stereo unspecified)	101	-0.2
CC(=O)N1[C@@H](C2C(=O)NN=C2C)C[C@H](C)N1c1ccccc1 (stereo partly specified)	103	0
CC(C)C(NS(=O)(=O)c1cccc(C(F)(F)F)c1)C(=O)O (stereo unspecified)	101	0.1
C=CCN1CCN(C(=O)c2csc3ccccc23)CC1	102	0.1
COC(=O)c1sc(C(F)(F)F)c(-c2ccccc2)c1S(=O)(=O)N1CCOCC1	104	0.2
COc1ccc(OC)c(NC(=O)C2CCCN(S(=O)(=O)c3ccc4c(c3)CCCC(=O)N4)C2)c1 (stereo unspecified)	114	1.2
N#CC1(c2ccccc2)CCC(=O)CC1	102	0
COc1ccc(S(=O)(=O)c2c(Nc3ccc(F)cc3)sc(C(=O)c3ccc(C)cc3C)c2N)cc1	107	0.2
Cc1cccc(CN2CCC(C(=O)N3CCC(C)CC3)CC2)c1	105	0.5
CC(C)NS(=O)(=O)c1ccc(NC(=O)C(C)OC(=O)c2ccc(CO)cc2)cc1 (stereo unspecified)	107	0.4
Cc1cc(C(=O)CN(Cc2ccco2)S(=O)(=O)c2ccccc2)c(C)n1C	107	0.8
COc1ccc(S(=O)(=O)NC(C)(C)C)cc1-c1nnc2c3ccccc3c(C)nn12	102	-0.1
COc1cc2c(cc1-c1cc3cc4ccoc4cc3oc1=O)OCO2	100	0.3
CCOC(=O)c1c(S(=O)(=O)N2CCCc3ccccc32)c(C)n(C)c1C	101	0.2
Cc1ccc(C(=O)Cn2c(=N)n(C)c3ccccc32)cc1	102	-0.1
O=C(NCc1noc2ccccc12)Nc1ccc2c(c1)OCCO2	103	0.1
O=C1CCN(C(=O)CCCn2c(=O)oc3ccccc32)CC1	99	0.1
Cn1c(SCc2cc(=O)oc3cc(O)c(O)cc23)nc2ccccc21	99	-0.1
CCOC(=O)CC1=NC(=O)CS1	107	0.7
O=C(CCOc1ccccc1)N(Cc1cccnc1)c1nc2c(F)cccc2s1	101	-1.3

Record cards, from the list above. Order of screens: Polio RdRp inh | Polio RdRp inh FP z-score
Record of `COc1cc2c(cc1-c1cc3cc4ccoc4cc3oc1=O)OCO2` → 100 | 0.3
Record of `CC(C)NS(=O)(=O)c1ccc(NC(=O)C(C)OC(=O)c2ccc(CO)cc2)cc1` (stereo unspecified) → 107 | 0.4
Record of `COC(=O)c1sc(C(F)(F)F)c(-c2ccccc2)c1S(=O)(=O)N1CCOCC1` → 104 | 0.2
Record of `O=C(CCOc1ccccc1)N(Cc1cccnc1)c1nc2c(F)cccc2s1` → 101 | -1.3
Record of `CCOC(=O)c1c(S(=O)(=O)N2CCCc3ccccc32)c(C)n(C)c1C` → 101 | 0.2

Grouped by structure, the entries above with a halogen
SMILES	Polio RdRp inh	Polio RdRp inh FP z-score
O=C(O)CC(CC(=O)Nc1cc(C(F)(F)F)cc(C(F)(F)F)c1)c1ccc(Cl)cc1Cl (stereo unspecified)	101	-0.2
CC(C)C(NS(=O)(=O)c1cccc(C(F)(F)F)c1)C(=O)O (stereo unspecified)	101	0.1
COC(=O)c1sc(C(F)(F)F)c(-c2ccccc2)c1S(=O)(=O)N1CCOCC1	104	0.2
COc1ccc(S(=O)(=O)c2c(Nc3ccc(F)cc3)sc(C(=O)c3ccc(C)cc3C)c2N)cc1	107	0.2
O=C(CCOc1ccccc1)N(Cc1cccnc1)c1nc2c(F)cccc2s1	101	-1.3

(listing goes on)
SMILES	Polio RdRp inh	Polio RdRp inh FP z-score
COc1ccc(/C=C/C=C2/SC(=O)N(CC(=O)N3CCCC3)C2=O)cc1	104	0.6
CCC(C)NC(=O)C1CC(c2ccccc2F)=NO1 (stereo unspecified)	98	-0.2
COc1ccccc1CNC(=O)CCC1N=C2c3ccccc3N=C(SCc3ccc(Cl)cc3)N2C1=O (stereo unspecified)	110	0.7
CN1CCN(C(c2ccc(Cl)cc2Cl)c2sc3nc(-c4ccco4)nn3c2O)CC1 (stereo unspecified)	107	0.2
O=C1NC2(CCCC2)C(=O)N1CCSc1ccccc1F	103	0
Cc1ccc2c(c1Br)C(O)(CC(=O)c1ccc(F)cc1)C(=O)N2 (stereo unspecified)	102	0
CCCCN(CCCC)C1=C(C(=O)c2ccccc2)N(C)S(=O)(=O)c2ccccc21	109	1.2
Cc1c(C(=O)N2CCCC2)c(S(=O)(=O)Nc2ccccc2)c(C)n1C	101	0.1
Fc1ccc(-c2noc3ncnc(NCc4cccc(Cl)c4)c23)cc1	103	-0.1
COc1ccc(-c2cc(C(F)(F)F)nc(NCCc3ccccc3)n2)cc1	103	-0.5
CC(Oc1ccccc1)C(=O)N=Nc1c(O)[nH]c2ccc(Br)cc12 (stereo unspecified)	102	0.1
CC(=O)Nc1ccc2nc(SCc3ccccc3C#N)sc2c1	102	0.2
Cc1ccc(OCC(=O)N(Cc2ccco2)Cc2ccco2)cc1	108	0.1
COC(=O)c1sccc1NC(=O)c1ccc(F)cc1	101	-0.1
CCOc1ccc(NC(=O)CSc2cn(CC(=O)N3CCCCCC3)c3ccccc23)cc1	115	0
COc1cc([N+](=O)[O-])ccc1NC(=O)N1CCC2(CC1)Nc1cc(F)ccc1-n1cccc12	112	1.4
CN1C(=O)c2ccccc2Sc2ccc(NC(=O)NC3CC3)cc21	102	0
CCCc1nc2ccccc2n1CC(O)COc1ccccc1 (stereo unspecified)	101	-0.5
O=C(COc1ccc2c(c1)CCC2)N(Cc1cccnc1)c1ccc2c(c1)OCO2	117	2
CN(C(=O)COc1ncnc2sccc12)C1CCCCC1	102	-0.1

Gathered by group: the compounds so far containing bromine.
SMILES	Polio RdRp inh	Polio RdRp inh FP z-score
Cc1ccc2c(c1Br)C(O)(CC(=O)c1ccc(F)cc1)C(=O)N2 (stereo unspecified)	102	0
CC(Oc1ccccc1)C(=O)N=Nc1c(O)[nH]c2ccc(Br)cc12 (stereo unspecified)	102	0.1

Continued.
SMILES	Polio RdRp inh	Polio RdRp inh FP z-score
CCN1C[C@]2(COC)CC[C@H](O)[C@@]34C5C[C@H]6C(OC)C5[C@](O)(C[C@H]6OC)C(O)(C(OC)C23)[C@@H]14 (stereo partly specified)	100	0
Cn1c(CN2CCOCC2)nnc1SCc1ccc(Cl)cc1	100	-0.2
C=CCc1cccc(/C=N/n2c(-c3ccccc3C)n[nH]c2=S)c1O	98	-0.9
O=C(CCn1c(=O)oc2ccccc21)NCc1ccco1	102	0.6
COc1cc(C(=O)OCc2cc3ccccc3nc2Cl)cc2c1OCCO2	101	-0.5
COc1ccc(Cl)cc1NC(=O)c1cc(S(=O)(=O)N(C)Cc2ccccc2)ccc1F	97	-2.2
COC(=O)CNC(=O)c1ccn[nH]1	110	0.7
CC(C)N1CCC(NC(=O)NC2CCCCC2)CC1	101	-0.4
O=C(/C=C/c1ccc(-c2ccc(F)cc2)o1)N1CCCC1	100	-0.4
Cc1nccn1C(=O)c1cc2ccccc2oc1=O	99	-0.7
Cc1cccc(OCC(O)Cn2c(=N)n(CCN3CCCCC3)c3ccccc32)c1 (stereo unspecified)	108	0.5
CCc1ccc(NC(=O)CC2C(=O)N(c3cccc(OC)c3)C(=O)N2Cc2ccc(F)cc2)cc1 (stereo unspecified)	108	0.1
Cc1ccc(C)c(N2CCN(C(=O)c3cc(C)nc4c3c(C)nn4-c3ccccc3)CC2)c1	105	-0.6
CSCC[C@@H](C(=O)Nc1cccc(F)c1)N1Cc2ccccc2C1=O	106	0.3
Nc1ncnc2c1nc(SCC(=O)O)n2Cc1ccccc1	104	0.7
Cn1cc(NC(=O)NCCCN2CCCCC2)c2ccccc2c1=O	100	-0.7
Cc1ccc(C)c(N2CCN(C(=O)c3cnn(-c4ccccc4Cl)c3C3CCN(C(=O)OC(C)(C)C)CC3)CC2)c1	109	0.2
CCOc1cccc2cc(-c3nc4ccc(C(=O)O)cc4[nH]3)c(=O)oc12	98	-1.4
CCO/C=C1\N=C(c2ccccc2)OC1=O	103	0
COc1ccc(C2CC(c3ccc(Br)cc3)=NN2C(=O)CCN2CCOCC2)cc1 (stereo unspecified)	99	-0.6
Cn1c(=O)c2[nH]cnc2n(C)c1=O	105&100&98	0.7&0&-0.3
CCC(C)NC(=O)CSc1nc2c(sc3ccccc32)c(=O)n1CCc1ccc(OC)c(OC)c1 (stereo unspecified)	100	-1.4
COc1cccc(NC(=O)CN2C(=O)CSc3ccc(S(=O)(=O)N4CCCC4)cc32)c1	109	-0.7
Cc1ccc(-n2nc(CO)c(C(=O)NCc3cccnc3)n2)cc1	104	-0.5
COc1ccc(CCNC(=O)C2CCC(CNS(=O)(=O)c3ccc(C)cc3)CC2)cc1OC (stereo unspecified)	109	0.9
CS(=O)c1ccc2c(c1)NC(=O)CS2 (stereo unspecified)	103	0.6
Clc1ccccc1-c1nnc(-c2ccccc2CNc2ccccc2)o1	101	-1.1
Cc1cc(C(=O)COC(=O)c2ccc3c(c2)C(=O)N(CCC(C)C)C3=O)c(C)n1Cc1cccs1	104	0
Cn1nnc(C(O)CNCc2ccc(F)cc2)n1 (stereo unspecified)	101	0
CCOC(=O)N1CCN(CC(=O)NCCc2ccc(Cl)cc2Cl)CC1	97	-0.6
O=C(O)CCCC(=O)Nc1ccc(C(=O)N2CCCCC2)cc1	102	-0.1
CSc1cnn(-c2ccccc2)c(=O)c1SC	101	0.3
Cc1cc(C)cc(NC(=O)C2CC(=O)NC(=NCc3ccccc3)N2)c1 (stereo unspecified)	102	0
CC(C(=O)Nc1ccccn1)c1ccccc1 (stereo unspecified)	103	0.6
CN(CC(=O)Nc1ccc(F)cc1)C(=O)CSc1ccc2c(c1)OCCO2	106	0.6
COc1cc(Cl)c(C)cc1NC(=O)c1ccc2c(SCC(=O)O)c3c(nc2c1)CCCC3	109	0.6
CN(C)C=Nc1ccccc1I	102	0.2
Cc1cc(C)cc(Oc2coc3c(CN4CCN(C)CC4)c(O)ccc3c2=O)c1	105	0
CCN(CC)C(=O)c1sc2c(c1C)c(=O)n(-c1ccc(Cl)c(Cl)c1)c(=O)n2Cc1ccccc1C#N	101	-1.1
O=C(Oc1cccc2ccccc12)c1ccccc1	106	0.8
CCOc1ccccc1NC(=O)N1c2ccccc2Sc2ccccc21	108	0.8
Cc1ccc(C2CC(=O)n3nc(N)nc3N2)cc1 (stereo unspecified)	103	0.3
CCNc1nc(N(C#N)CC)nc(N2CCOCC2)n1	101	-0.3
Cc1ccc2[nH]c3c(c2c1)SC(C)(C)CC3=O	100	-0.9
O=C(COc1ccccc1)n1cc(Br)cn1	99	-0.3
COc1ccc2c(c1)c1nc(C)sc1n2CCN1CCOCC1	101	-0.5
COc1cc(C)c(S(=O)(=O)Nc2cccc(-c3ccc(N4CCOCC4)nn3)c2)cc1C	103	1.3
Cc1oc2ncnc(N3CCOCC3)c2c1C(=O)NCC1CCCO1 (stereo unspecified)	104	0.4
CN(Cc1ccccc1)S(=O)(=O)c1ccc2c3c(cccc13)C(=O)N2	101	0
O=C(COC(=O)c1cccc(O)c1)c1ccc(F)cc1	100	-0.4
CCOC(=O)c1cc(-c2ccc(OC)c(S(=O)(=O)N3CC(C)CSc4ccccc43)c2)on1 (stereo unspecified)	105	1.7
CC(NC(=O)c1ccc(-n2ccc3ccccc32)s1)c1ccc2c(c1)OCCO2 (stereo unspecified)	99	-0.8
Cc1ccc2c(c1)-c1onc(C(=O)NC3CCCc4ccccc43)c1CO2 (stereo unspecified)	105	0.5
C#CCOC(=O)Nc1ccccc1OC	101	0.1
COC(=O)CSc1nc2sc3c(c2c(=O)n1-c1ccccc1)C(C)CCC3 (stereo unspecified)	102	-0.9
c1ccc(N2CCN(c3ccccn3)CC2)nc1	103	0.2
Nc1ccc2nsnc2c1	45	-12
Cc1nc2c(nc(C)n2-c2ccccc2)s1	95	-1
NC(=O)CCNc1ccccc1	104	0.2
CCN(c1ccccc1)S(=O)(=O)c1ccc(Oc2ccc3c4c2CCCN4CCC3)nc1	99	-0.6

Going on with the list:
SMILES	Polio RdRp inh	Polio RdRp inh FP z-score
CCOC(=O)c1ccc(NC(=O)CSc2nc3c(cc2C#N)N2CCC3CC2)cc1	108	0.8
COC(=O)C1=C(CSCc2ccco2)NC(=O)NC1c1ccccc1C (stereo unspecified)	102	0.2
CN(C)S(=O)(=O)c1cccc(CSc2nnc(COc3ccccc3F)n2N)c1	103	0.2
CC(NC(=O)c1ccccc1)c1nc2ccccc2n1Cc1ccc(Cl)cc1 (stereo unspecified)	110	0.6
CCOC(=O)c1c(C)oc2nc(C)nc(NCCc3ccc(OCC)c(OCC)c3)c12	100	-1.1
CCCOc1ccc(CNC(=O)C2CCCN(c3nc4c(C)cc(C)cc4s3)C2)cc1 (stereo unspecified)	111	1.6
O=C(OCc1ccccn1)c1ccc(COc2ccccc2Cl)o1	102	0.1
CC(C)(C)OC(=O)CSc1nnc(Cc2cccc3ccccc23)n1N	98	-0.6
O=S(=O)(NC1CCCCC1)c1ccc(S(=O)(=O)N2CCN3CCCC3C2)cc1 (stereo unspecified)	101	0
CN(CC(=O)NCc1ccccc1)S(=O)(=O)c1ccc2[nH]c3c(c2c1)CCCC3	103	-0.6
O=C1CC(c2cccc(O)c2)Oc2ccccc21 (stereo unspecified)	109	0.5
CCN(/C=N/c1ncc(-c2ccc(Br)cc2)s1)CC	98	-1.2
Cc1cc(C)cc(NC(=O)Cn2nnc(C(=O)NCc3ccco3)c2N)c1	113	1.3
CCCCc1nn2c(=O)cc(COC(=O)c3ccccc3NC(=O)c3cccs3)nc2s1	109	0.7
COC(=O)C(Cc1ccccc1)NC(=O)c1nn(C)c(=O)c2ccccc12 (stereo unspecified)	103	0.2
CCN1CCN(CC(O)COCc2ccccc2)CC1 (stereo unspecified)	102	0.2
CCCNC(=O)c1ccccc1SC	104	1
CC(=O)N/C(=C\c1ccccc1)C(=O)Nc1ccc(O)cc1	104	0.1
O=C(C(c1ccccc1)c1ccccc1)N1CCN(c2ccccn2)CC1	102	-0.1
NC(=O)C1CCN(CC(=O)NCc2ccc3c(c2)OCO3)CC1	100	-0.3
Cc1ccccc1C(=O)Nc1ccccc1-c1nc(-c2ccccc2)no1	104	-0.5
CCOC(=O)c1cnc2c(C#N)c(C)nn2c1C	100	-0.3

A portion of the library; rates above refer to the full screens.
